EPAC1 agonist = agonists of human EPAC1; O95398; EPAC1 agonist qHTS, biochemical assay; response scale: 100% = response to 6.5 mM cAMP; Potency, µM (highest dose often 154 µM), inactives show at the highest dose activation, actives largely listed as activators; actives 0.073% (n = 360,000); AID 720707; further: potency means the concentration at half of the fitted maximal effect; nearly all actives have a fitted effect of over 60% in size
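Compounds were pinned as a concentration titration into mixtures of EPAC1 (100 nM), BODIPY-GDP-loaded Rap1B (250 nM) and GDP (50 uM). After 5 min at room temperature, fluorescence was followed for 30 min; activity was scaled to 6.5 mM cAMP.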
EPAC2 antagonist = blocks human EPAC2 exchange factor; actives 0.18% (n = 360,000); AID 720708; EPAC2 GEF exchange of Rap1B-BODIPY-GDP, fluorescence; Potency, µM (top dose mostly 114 µM), without a hit: at the highest dose activity, negative = inhibition, usual class: inhibitors; further: potency means the concentration at half of the fitted maximal effect; on the % scale 0 is the no-effect control and ±100 the full control effect; nearly all actives have a fitted effect of over 45% in size; many of its hits are not listed in these tables
CCT modulator = cytosolic chaperonin activity modulation. activity change, % (test concentration not listed), hits read low. purified chaperonin ATPase assay, HTRF ADP detection, 30 min. AID 651819. actives 0.3% (n = 360,000); in the data active means activity change below about -30%; further: on the % scale 0 is the no-effect control and ±100 the full control effect
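Enzyme 40 or 20 nM (batch-dependent) in Tris pH 7.4/KCl/MgCl2/DTT; cpd 76 uM single point; ATP 10 uM; 30 min 37 °C; Transcreener ADP HTRF detection, 30 min RT; ratio 665/615.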
Mm-Cpn inhibitor = blocks the Methanococcus maripaludis chaperonin Mm-Cpn | purified Mm-Cpn ATPase, ADP Transcreener TR-FRET | Potency, µM (titrated, usually from 76.9 µM), for inactives: at the highest dose activity, negative = inhibition, most hits filed as inhibitors | actives 0.031% (n = 330,000) | AID 504842; further: potency means the concentration at half of the fitted maximal effect; on the % scale 0 is the no-effect control and ±100 the full control effect; nearly all actives have a fitted effect of over 80% in size
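Purified archaeal Mm-CPN (25nM final) preincubated 10 min at 37degC with compound, then 10uM ATP for 30 min at 37degC; ADP measured by HTRF Transcreener TR-FRET; buffer 30 mM TRIS pH 7.4, 100mM KCl, 5mM MgCl2, 1mM DTT.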
PLK1 PBD block = inhibitors of human PLK1 polo-box domain binding. Potency, µM, for inactives: max response, negative = inhibition, most hits filed as inhibitors. Plk1 PBD binding of FITC phosphopeptide, fluorescence polarization. actives 2.8% (n = 360,000). P53350; further: potency means the concentration at half of the fitted maximal effect; series mostly up to about 57 µM; on the % scale 0 is the no-effect control and ±100 the full control effect; nearly all actives have a fitted effect of over 65% in size
PI5P4Ka inh = inhibitors of human PI5P4K alpha; P48426; PI5P4Kalpha enzyme, ADP-Glo luminescence, 60 min; stronger effect = lower value; max response, %; actives 1.2% (n = 330,000); AID 652105; active means max response of -50% or lower; inconclusive means between -30% and -50%; inactive means -30% or higher; further: value at the top dose of about 77 µM; on the % scale 0 is the no-effect control and ±100 the full control effect
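Controls without substrate or without enzyme flank wells where PI5P4Kalpha converts substrate using 5 microM ATP (final). Incubation lasts 60 minutes at room temperature; ADP formed is read by ADP-Glo luminescence.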
WRN inhibitor = blocks human WRN helicase. Q14191. WRN helicase unwinding, fluorescent forked duplex, kinetic. Potency, µM (titrated, usually from 114 µM), for the others: top-dose activity change, negative = inhibition, hits mostly inhibitors. actives 0.46% (n = 360,000). AID 651768; further: potency means the concentration at half of the fitted maximal effect; on the % scale 0 is the no-effect control and ±100 the full control effect; nearly all actives have a fitted effect of over 55% in size
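Screening of the MLSMR collection measured strand separation of a quenched forked DNA duplex (100 nM) by 20 nM WRN with 2 mM ATP, all final. Compounds were preincubated with enzyme 15 min at room temperature.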
EPAC1 antag = EPAC1 (human) antagonism. O95398. EPAC1 GEF assay, Rap1b-BODIPY-GDP exchange fluorescence. Potency, µM (highest dose often 115 µM), for inactives: at the highest dose activity change, negative = inhibition, hits mostly inhibitors. actives 0.14% (n = 360,000). AID 720709;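 further: potency means the concentration at half of the fitted maximal effect; plate controls were vehicle for no effect and positive control for full effect; nearly all actives have a fitted effect of over 50% in size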
* = called active by the depositor; ? = inconclusive; . = not tested or not shown; & = joins results of further samples; [ ] = another dose, or the depositor's remark. Unless noted, the call rests on the fitted dose curve; in most records, active means well fitted curve in the direction sought with a large enough effect; inconclusive means small, poorly fitted or top-dose-only effect, or another doubt; inactive means no such curve, though single readings can be large; an effect the other way counts as inactive or inconclusive. An excerpt, so the mix of outcomes need not match the whole.

EPAC1 agonist	EPAC2 antagonist	CCT modulator	Mm-Cpn inhibitor	PLK1 PBD block	PI5P4Ka inh	WRN inhibitor	EPAC1 antag	Compound
14%	5%	-0.3	1%	-13%	2	-20%	-20%	COc1ccc(C(CC(=O)c2ccccc2)S(=O)(=O)c2ccccc2)cc1 (stereo not drawn)
8%	?	-1.6	1%	-17%	-1	-7%	-27%	Cc1ccc(OCCN2C(=O)NC3(CCc4ccccc4C3)C2=O)cc1 (stereo not drawn)
12%	1%	-3.0	-3%	-5%	-4	1%	-11%	CCCCC1C(C#N)=C(C)NC2=C1C(=O)CC(C)(C)C2 (stereo not drawn)
-8%	-9%	-1.5	-2%	-9%	-5	6%	-11%	COc1cccc(C(=O)c2ncc(C(F)(F)F)cc2Cl)c1
14%	20%	2.0	-1%	-3%	1	3%	14%	COc1ccc(CNc2ccc3c(c2)nc(C)n3C)cc1OC
5%	0%	-0.3	0%	-4%	-7	3%	9%	O=C(/C=C/c1ccccc1)N/C(=C/c1ccccc1)C(=O)NCCCO
6%	-17%	-1.4	-1%	-4%	5	-2%[57.1 µM]	-8%	COc1ccc(-c2oc3ccccc3c(=O)c2OC(=O)c2ccc(C)cc2)cc1
14%	7%	0.1	.	5%	-3	-4%	14%	C[C@H](CO)N1C[C@H](C)[C@@H](CN(C)S(=O)(=O)c2ccccc2)Oc2c(NC(=O)C3CC3)cccc2C1=O
7%	1%	-3.1	3%	-9%	-3	11%	6%	Cc1ccc(OC(=O)c2cccc([N+](=O)[O-])c2)c(-n2nc3ccccc3n2)c1
6%	-17%	0.8	0%	-8%	-1	-2%	-2%	CCN(CC)S(=O)(=O)c1ccc(N2CCCC2)c(C(=O)OCC(=O)Nc2cc(C)on2)c1
10%	3%	-1.8	2%	-7%	-4	0%	-13%	COCCN(Cc1cccs1)S(=O)(=O)c1csc(C(N)=O)c1
0%	5%	-1.4	-2%	-13%	-1	3%	1%	C[C@H](CO)N1C[C@H](C)[C@@H](CN(C)CC2CCCCC2)Oc2ccc(NC(=O)CCN3CCOCC3)cc2C1=O
-1%	-4%	1.7	-4%	-7%	4	7%	2%	Cc1ccn2c(CNCCn3cccn3)c(C(=O)N3CCCCCC3)nc2c1
9%	-10%	1.1	-3%	-2%	.	-7%	-14%	C=CCOc1c(Br)cc(CNc2ccc(NC(=O)C(C)C)c(OC)c2)cc1OC
7%	5%	-4.8	0%	-7%	-18	1%	-2%	COc1ccc2c(c1)NC(=O)CC(c1ccccc1)=N2
-5%	17%	0.5	-5%	2%	2	-3%	4%	N#Cc1c(-c2cccc(Br)c2)cc(-c2cccnc2)nc1N
-1%	-1%	-3.1	0%	-3%	.	-2%	2%	CCC(C(=O)NCc1ccco1)N(C(=O)CNS(=O)(=O)c1ccccc1)C1CCCCC1 (stereo not drawn)
-7%	-2%	0.6	0%	-6%	-1	2%	-13%	COc1ccc(NC(=O)N2CCCC(c3nc(-c4ccc(F)cc4)no3)C2)cc1 (stereo not drawn)
6%	-10%	-0.9	0%	3%	3	-1%	6%	COc1ccc(N2CC(NS(=O)(=O)c3ccc4ccccc4c3)CC2=O)cc1 (stereo not drawn)
-1%	1%	1.4	0%	-4%	0	-13%	6%	COc1ccc(Nc2nc(N3CCCCC3)nc3ccccc23)c(OC)c1

Next records.
EPAC1 agonist	EPAC2 antagonist	CCT modulator	Mm-Cpn inhibitor	PLK1 PBD block	PI5P4Ka inh	WRN inhibitor	EPAC1 antag	Compound
1%	-3%	1.8	.	-5%	1	-5%	-18%	Cc1ccc(S(=O)(=O)N2C[C@@H](C)[C@]3(C2)[C@H](O)[C@H](OC(=O)NCc2ccccc2)C[C@H]2C(=O)N(c4ccccc4)C(=O)[C@H]23)cc1
12%	-3%	-0.5	1%	-29%	0	?	?	Cc1ccc(C)c(OCC(=O)Nc2cc(NC(=O)COc3cc(C)ccc3C)cc(C(=O)O)c2)c1
-10%	3%	0.6	0%	-5%	-8	-4%	-5%	COc1cccc(NS(=O)(=O)c2ccc(S(=O)(=O)N3CCCC3)cc2)c1
-6%	-1%	-3.7	-1%	-29%	2	0%	-13%	O=C(OCC(=O)N1CCOCC1)c1cccc(S(=O)(=O)N2CCCc3ccccc32)c1
-4%	-9%	2.1	.	6%	-3	-3%	5%	CCOC(=O)CC(=O)Nc1cc2ccc(OC)c(OC)c2cc1C(=O)OCC
-22%	-3%	-2.9	0%	-11%	-3	2%	10%	CCOC(=O)N1CCN(C(=O)C2CCN(C(=O)c3cc4sccc4n3CC)CC2)CC1
1%	-2%	0.5	0%	-8%	-1	-9%	-9%	Cc1cc(C)cc(NS(=O)(=O)c2ccc(NC(=S)Nc3ccccc3)cc2)c1
0%	-5%	-0.2	.	-1%	-2	2%	5%	CN1CCCC1c1cccnc1 (stereo not drawn)
-9%&-23%	12%&12%	-0.9&-1.7	0%	0%&0%	2&2	5%&0%	5%&-2%	CNS(=O)(=O)Cc1ccc2[nH]cc(CCN(C)C)c2c1
-1%	-7%	-0.9	0%	-11%	3	-29%	?	CC(=O)Oc1ccc(/C=N/NC(=O)CCSc2ccccc2)cc1
-11%	-9%	-4.7	-2%	0%	-1	1%	-17%	CCCCC[C@H]1CN(C2CCCCC2)C(=O)[C@@H]1CC(=O)NCc1ccccc1
6%	-4%	-1.1	1%	-16%	.	0%	2%	COc1ccc(OC(=O)Nc2ccccc2)cc1
6%	1%	0.2	.	-4%	-1	-9%	1%	O=C(c1cccs1)n1cc(C(=S)N2CCOCC2)c2ccccc21
6%	7%	-0.7	5%	-9%	5	-2%[57.1 µM]	-17%	NCC(=O)Nc1ccc(Br)cc1
-3%	6%	-3.7	2%	0%	4	3%	-15%	COC(=O)Nc1ccc(S(=O)(=O)N2CCCCC2C(=O)O)cc1 (stereo not drawn)
-6%	6%	-1.3	-1%	1%	8	-9%	-13%	CN(c1ccccc1)S(=O)(=O)c1cccc(NC(=O)CC(C)(C)C)c1
-6%	9%	0.0	1%	-1%	2	5%[11.6 µM]	6%	COc1ccc(CN(C)C(=O)Cc2ccc(OC)c(S(=O)(=O)N3CCOCC3)c2)cc1
-7%	0%	-1.0	-2%	-9%	-7	-2%	5%	Cc1ccc(-n2c(CSc3nc(C)cc(C)n3)nnc2SCC(=O)NCc2ccco2)cc1
7%	7%	-0.1	0%	-20%	?	-1%	5%	S=c1[nH]c2cc3c(cc2[nH]1)OCCO3
5%	13%	-0.3	.	-9%	-19	-5%	-5%	COc1cccc(Nc2nc(C(C)N)cs2)n1 (stereo not drawn)

(next part)
EPAC1 agonist	EPAC2 antagonist	CCT modulator	Mm-Cpn inhibitor	PLK1 PBD block	PI5P4Ka inh	WRN inhibitor	EPAC1 antag	Compound
4%	-19%	-1.0	-2%	1%	0	-6%	-10%	COc1ccc(Nc2c(-c3ccc(C)cc3)nc3cnccn23)cc1
-1%	7%	0.0	1%	3%	5	-10%	0%	CCOCCCNC(=O)C1CCN(C(=O)Nc2ccc(Cl)cc2)CC1
-3%	-9%	1.7	-1%	0%	1	-15%	-5%	CC(=O)N1CCCc2cc(S(=O)(=O)NC(C(=O)NC(C)c3ccccc3)C(C)C)ccc21 (stereo not drawn)
-4%	11%	-1.2	-1%	-24%	-2	-10%	1%	O=C1CN(CC(=O)N2CCCCC2)c2ccccc2O1
15%	-5%	-0.7	-1%	-8%	.	-2%	-11%	CCc1ccc2[nH]c(=O)c(C(c3nnnn3CC3CCCO3)N3CCN4CCCC4C3)cc2c1 (stereo not drawn)
8%	-1%	-2.1	-1%	10%	12	0%	12%	O=C(/C=C/c1ccc(-c2ccccc2)o1)c1ccccc1
-15%	6%	0.6	.	-7%	-3	10%	7%	CCCN[C@H]1CCc2nc(N)sc2C1
12%	13%	0.5	1%	-6%	-11	-10%	1%	COc1cccc(CNC(=O)C(CCSC)NS(=O)(=O)c2ccc3c(c2)oc(=O)n3C)c1 (stereo not drawn)
-1%	1%	0.5	1%	-3%	1	-12%[57.1 µM]	-4%	CCOC(=O)c1ccc(NC(=O)CC2NCCNC2=O)cc1 (stereo not drawn)
-8%	-2%	-47*	0%	-15%	-29	-11%	-12%	O=C(COc1ccccc1)Nc1nnc(S(=O)(=O)N2CCCC2)s1
0%	28%	-1.6	2%	-5%	2	-14%	-4%	CCN(CC)CCCn1c2c(c(SCC(=O)N3CCCc4ccccc43)nc1=O)CCC2
-11%	0%	-1.8	1%	-12%	-8	3%	1%	COc1cc(C(C)=O)ccc1OCC(O)CN(CCO)Cc1ccccc1 (stereo not drawn)
-5%	?	-0.8	.	-7%	5	-4%	-6%	COC(=O)c1cccc(CN2C(=O)C(C)Sc3ccc(C)cc32)c1 (stereo not drawn)
0%	-14%	-2.1	-1%	3%	1	0%	-20%	COc1ccc(C2CCCN2C(=O)Nc2ccc(Cl)cc2)cc1OC (stereo not drawn)
2%	?	-6.3	2%	-15%	17	-14%	-18%	CN(C)c1ccc(N=Nc2ccccc2C(=O)OCC(=O)Nc2ccccc2C(F)(F)F)cc1
-3%	13%	1.3	-2%	-6%	0	-21%	-7%	Cc1cc(=O)[nH]c(N2CCN(C(=O)c3ccco3)CC2)n1
10%	3%	-2.4	-12%	2%	1	10%	7%	CC(C)(O)C#Cc1ccc(C(=O)NCCC(=O)O)s1
-10%	6%	-1.7	-4%	0%	-8	9%	?	CCCn1ncc(C(=O)NC2CCCN(Cc3ccc(Cl)cc3)C2)c1C (stereo not drawn)
13%	2%	-0.7	2%	-11%	-1	-5%[57.1 µM]	2%	O=C(c1ccco1)N1CCN(Cc2nnc(-c3ccccc3F)o2)CC1
9%	?	-0.4	1%	-3%	19	-2%	?	Brc1ccccc1OCCCOc1cccc2cccnc12
-7%	6%	-1.6	0%	0%	-4	-3%	-10%	COc1ccc(OC)c(NC=C2C(=O)OC(C)(C)OC2=O)c1
-13%	4%	-0.5	1%	-3%	1	3%	5%	COc1c(Cl)cc(Cl)cc1C(=O)n1nc(C)cc1C
2%	1%	-2.8	.	-2%	0	-4%	-10%	CNC1(C(N)=O)CCN(Cc2ccccc2)CC1

Single records, as listed above. Values in the order: EPAC1 agonist, EPAC2 antagonist, CCT modulator, Mm-Cpn inhibitor, PLK1 PBD block, PI5P4Ka inh, WRN inhibitor, EPAC1 antag
Shown for `COc1c(Cl)cc(Cl)cc1C(=O)n1nc(C)cc1C` : -13%, 4%, -0.5, 1%, -3%, 1, 3%, 5%
Shown for `CCN(CC)CCCn1c2c(c(SCC(=O)N3CCCc4ccccc43)nc1=O)CCC2` : 0%, 28%, -1.6, 2%, -5%, 2, -14%, -4%
Shown for `Brc1ccccc1OCCCOc1cccc2cccnc12` : 9%, ?, -0.4, 1%, -3%, 19, -2%, ?
